Bioassay records (PubChem BioAssay)
L3MBTL1 block: qHTS Assay for the Inhibitors of L3MBTL1; Lethal(3)malignant brain tumor-like protein 1 (Homo sapiens), Q9Y468; AlphaScreen L3MBTL1–H3K9me1 peptide binding; Potency, µM (series often up to 57.1 µM), inactives show top-dose activity, negative = inhibition, usual class: inhibitors; 230,000 tested, 0.66% active; AID 485360, 2010; active means well fitted inhibition curve with a large enough effect; inconclusive means small, poorly fitted or top-dose-only effect; inactive means no such curve, though single readings can be large or run the other way; further: nearly all actives have a fitted effect of over 60% in size
Target sequence (Q9Y468 whole entry, looked up): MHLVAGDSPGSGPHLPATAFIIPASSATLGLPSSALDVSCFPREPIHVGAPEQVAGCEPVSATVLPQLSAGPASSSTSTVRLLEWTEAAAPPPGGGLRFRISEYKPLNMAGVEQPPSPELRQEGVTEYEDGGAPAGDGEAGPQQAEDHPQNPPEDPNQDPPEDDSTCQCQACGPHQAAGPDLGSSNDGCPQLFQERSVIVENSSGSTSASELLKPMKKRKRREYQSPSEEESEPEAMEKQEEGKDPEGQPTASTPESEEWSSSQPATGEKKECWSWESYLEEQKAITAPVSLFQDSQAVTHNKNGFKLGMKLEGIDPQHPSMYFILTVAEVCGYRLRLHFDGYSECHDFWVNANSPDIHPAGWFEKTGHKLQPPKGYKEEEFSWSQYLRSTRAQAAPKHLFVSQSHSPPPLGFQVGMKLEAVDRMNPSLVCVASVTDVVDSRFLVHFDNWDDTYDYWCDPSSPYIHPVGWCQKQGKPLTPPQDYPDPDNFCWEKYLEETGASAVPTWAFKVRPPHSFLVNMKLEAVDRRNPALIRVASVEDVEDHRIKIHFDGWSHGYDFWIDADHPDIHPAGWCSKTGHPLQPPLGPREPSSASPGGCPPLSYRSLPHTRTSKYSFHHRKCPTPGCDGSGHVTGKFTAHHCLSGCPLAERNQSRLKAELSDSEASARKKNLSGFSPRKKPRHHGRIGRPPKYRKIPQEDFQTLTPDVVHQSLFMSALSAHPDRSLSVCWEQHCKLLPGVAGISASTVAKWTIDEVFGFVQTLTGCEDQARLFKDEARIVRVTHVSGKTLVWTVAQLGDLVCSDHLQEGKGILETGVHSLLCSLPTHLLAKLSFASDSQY
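AlphaScreen assay: L3MBTL1 (50 nM final) was preincubated 30 min at room temperature with biotinylated H3(1-15)K9me1 peptide (75 nM final), then 30 min with library compounds; streptavidin donor and nickel chelate acceptor beads (10 ug/mL final) added, 30 min dark.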
* marks the source's active call; other numbers are inactive results; ? = inconclusive; [ ] = remark or other dose. On the % scale 0 is the no-effect control and ±100 the full control effect; potency means the concentration at half of the fitted maximal effect.

compound	L3MBTL1 block
O=C(C[C@H]1C/C=C\C[C@H](NC(=O)OCC2c3ccccc3-c3ccccc32)C(=O)O[C@@H](c2ccccc2)CNC1=O)NCCO	-1.0%
COc1ccc(C(CNC(=O)COc2ccc(F)cc2Cl)N2CCCCC2)cc1 (stereo unspecified)	3.0%
Cc1ccc(S(=O)(=O)N2CCC(C(=O)OCC(=O)N(C)CC(=O)Nc3ccc(F)cc3)CC2)cc1C	2.9%
C[C@H](CO)N1C[C@H](C)[C@@H](CN(C)S(=O)(=O)c2cn(C)cn2)Oc2ccc(NC(=O)Nc3ccc4c(c3)OCO4)cc2C1=O	?
O=C(COC(=O)c1c(F)cccc1F)NCc1ccc2c(c1)OCO2	-9.3%
COc1cc(C(C)=O)ccc1OCC(=O)Nc1ccccc1N1CCCCC1	3.6%
COc1ccc(CNC(=O)c2ccc(S(=O)(=O)N3CCOCC3)cc2)cc1	-6.0%
O=C(Cc1n[nH]c(=O)c2ccccc12)OCC(=O)c1ccccc1	4.5%
COC(=O)[C@@]12CCCCN1[C@H](c1ccc(-c3ccc(F)cc3)c(OC)c1)[C@@H]1C(=O)N(C)C(=O)[C@@H]12	-12.0%
CCOC(=O)c1ccc2c(c1)nc(SC(C)C(=O)NCC1CCCO1)n2CC (stereo unspecified)	-4.2%
COC(=O)c1ccc(C)c(NC(=O)CCCN2C(=O)CN(C)C2=O)c1	27.1%
C[C@H](CO)N1C[C@H](C)[C@@H](CN(C)S(=O)(=O)c2ccccc2)Oc2ccc(NC(=O)NC3CCCCC3)cc2C1=O	2.5%
O=C(CCC1CCCC1)NNC(=O)COc1ccc(Br)cc1	2.9%
Cc1cc(NC(=O)CSCC(=O)Nc2nc3ccc(F)cc3s2)no1	-6.7%
O=C(CN1CCN(S(=O)(=O)c2ccc(F)c(Cl)c2)CC1)N1CCNC1=O	5.7%
CCOc1ccc([C@@H]2CC=C(C(=O)O)[C@H](c3ccc(F)cc3)N2S(=O)(=O)c2ccc(C)cc2)cc1	?
CCCCCCSc1cccc(-c2nc3cc(C)ccn3c2NC2CCCCC2)c1	-8.9%
CC1(C)C(=O)CC[C@@]2(C)[C@H]1CC[C@@]1(C)CC3=C(CC[C@@H]12)[C@@]1(C)CCC(=O)C(C)(C)[C@@H]1CC3	3.9%
COc1cc2cc(CCOC(=O)c3ccc(F)cc3)oc(=O)c2cc1OC	6.8%
CCN(CC(=O)Nc1c(F)cccc1F)C(=O)CCNC(=O)c1ccco1	7.5%
C=CCN(c1ccccc1OC)S(=O)(=O)c1cccc(C(=O)OC2CCOC2=O)c1 (stereo unspecified)	-22.3%
CC(C)C(=O)N[C@@H]1c2ccccc2CC[C@@H]1O	-2.9%
Cc1ccc(C)c(N2CCN(C(=O)CCc3nc(-c4cccc(F)c4)no3)CC2)c1	7.4%
O=C(c1cccc(S(=O)(=O)Nc2ccccc2Cl)c1)N1CCCCCC1	9.0%
CCCN(CC1CC1)C(=O)COC(=O)c1ccc(C)cc1O	5.0%
C[C@@H]1CN([C@H](C)CO)C(=O)c2cc(NC(=O)Cc3cn(C)c4ccccc34)ccc2O[C@H]1CN(C)S(=O)(=O)c1ccc(F)cc1	-5.4%
COc1ccc(-c2oc(=O)c3cc(OC)c(OC)cc3c2-c2cc(F)cc(OC)c2)cc1	-4.3%
N#Cc1ccc(Cl)cc1NC(=O)CSc1cccc[n+]1[O-]	3.2%
CCN(CC)S(=O)(=O)c1cc(NC(=O)CCn2[nH]c(=O)ccc2=O)ccc1C	-2.4%
COc1ccc(Br)cc1CN(C)C(=O)C1=CC=CN2CCS(=O)(=O)N=C12	2.3%
CC(C)(C)N(Cc1ccccc1)C(=O)COC(=O)C1CCCCC1	8.9%
CCOc1ccc2nc(SCC(=O)NCC3CCCO3)sc2c1 (stereo unspecified)	-0.3%
O=C(c1ccc(-n2cncn2)c([N+](=O)[O-])c1)N1CCN(S(=O)(=O)c2cccc(F)c2)CC1	-17.6%
CCOC(=O)c1sc(NC(=O)CCN2C(=O)C3CCCCC3C2=O)cc1C (stereo unspecified)	-3.8%
O=C(COC(=O)C1=COCCO1)Nc1ccc(Br)cc1Br	32.5%[activator]
COc1cccc(NS(=O)(=O)c2cc3c4c(c2)CCC(=O)N4CCC3)c1	5.7%
COc1ccc(C(=O)NC(=S)N2CCN(c3ccccc3O)CC2)cc1	-6.8%
O=C(Cn1cnc2c(NCc3ccccc3)ncnc21)NCc1nc2ccccc2[nH]1	10.8%
COc1ccc(NC(=O)Nc2ccc3c(c2)C(=O)N([C@H](C)CO)C[C@H](C)[C@@H](CN(C)C(=O)Nc2c(C)noc2C)O3)cc1	-2.8%
O=C(CCc1nc2ccccc2c(=O)[nH]1)N1CCN(S(=O)(=O)c2ccc(Cl)c(C(F)(F)F)c2)CC1	-3.8%

Of the compounds above, four have an aryl thioether with sulfur outside any ring.
compound	L3MBTL1 block
CCOC(=O)c1ccc2c(c1)nc(SC(C)C(=O)NCC1CCCO1)n2CC (stereo unspecified)	-4.2%
CCCCCCSc1cccc(-c2nc3cc(C)ccn3c2NC2CCCCC2)c1	-8.9%
N#Cc1ccc(Cl)cc1NC(=O)CSc1cccc[n+]1[O-]	3.2%
CCOc1ccc2nc(SCC(=O)NCC3CCCO3)sc2c1 (stereo unspecified)	-0.3%

(more compounds)
compound	L3MBTL1 block
CCc1cc2c(Nc3ccc(O)cc3)nc(C)nc2s1	?
O=C(OCC(=O)N1CCc2ccccc21)[C@@H]1CC(O)CN1S(=O)(=O)c1ccccc1[N+](=O)[O-] (stereo partly specified)	-5.3%
O=[N+]([O-])c1ccccc1S(=O)(=O)Nc1cccc(-c2ccc(N3CCOCC3)nn2)c1	4.6%
COc1ccccc1NC(=O)CSc1nc(=O)n(CCN2CCOCC2)c2c1CCC2	-8.1%
Fc1ccc(OCCCn2ccnc2)cc1	-2.4%
CC1(C)CC[C@@]2(C(=O)O)C(C1)C1=CCC3[C@@]4(C)CC[C@H](O)C(C)(C)C4CC[C@@]3(C)[C@]1(C)C[C@H]2O (stereo partly specified)	7.5%
CCCCN(C(=O)c1ccc(C)o1)c1c(N)n(CCCC)c(=O)[nH]c1=O	-4.5%
O=C(COC(=O)c1ccccc1Cl)NC1CCCCCC1	9.3%

Single entries from above.
L3MBTL1 block, `C[C@@H]1CN([C@H](C)CO)C(=O)c2cc(NC(=O)Cc3cn(C)c4ccccc34)ccc2O[C@H]1CN(C)S(=O)(=O)c1ccc(F)cc1` stands at -5.4%
L3MBTL1 block, `C=CCN(c1ccccc1OC)S(=O)(=O)c1cccc(C(=O)OC2CCOC2=O)c1` (stereo unspecified) stands at -22.3%

The results go on:
compound	L3MBTL1 block
COc1ccc(CCN2CCCC(CN(C)Cc3cccc(OC)c3)C2)cc1 (stereo unspecified)	-3.4%
COc1ccc(NC(=O)Cc2ccc(C)cc2)cc1S(=O)(=O)N1CCCCC1	-1.0%
O=C(c1cccc(S(=O)(=O)NCc2ccccc2)c1)N1CCCCC1	4.9%
CCc1ccc(N2CC(C(=O)OCC(=O)Nc3ccc(C#N)cc3)CC2=O)cc1 (stereo unspecified)	7.8%
Cc1c(C(=O)N2CCN(C(=O)c3ccccc3)CC2)oc2ccc(F)cc12	-10.7%
COc1ccc(S(=O)(=O)N2CCOCC2)cc1NC(=O)Cc1coc2cc(C)ccc12	-6.8%
CCCC(=O)Nc1ccc(C(=O)COC(=O)C2CC2C)cc1 (stereo unspecified)	36.3%[activator]
COc1ccc(CNc2nccs2)cc1	-2.1%

Arranged by count of non-hydrogen atoms (smallest number first): part of the list above.
compound	L3MBTL1 block
COc1ccc(CCN2CCCC(CN(C)Cc3cccc(OC)c3)C2)cc1 (stereo unspecified)	-3.4%
CCc1ccc(N2CC(C(=O)OCC(=O)Nc3ccc(C#N)cc3)CC2=O)cc1 (stereo unspecified)	7.8%
COc1ccc(S(=O)(=O)N2CCOCC2)cc1NC(=O)Cc1coc2cc(C)ccc12	-6.8%

(further entries)
SMILES	L3MBTL1 block
COC(=O)c1cc(C(=O)NNC(=O)c2ccc3c(c2)OCO3)cc([N+](=O)[O-])c1	-1.8%
O=C(Nc1ccc(Cl)c(S(=O)(=O)N2CCCCC2)c1)c1cccnc1	-2.5%
O=C(c1cc(-c2ccc(Br)cc2)nc2ccccc12)N1CCN(c2ccccc2O)CC1	-4.3%
O=C(Nc1ccccc1)N1CCC(C(=O)N2CCN(Cc3ccccc3)CC2)CC1	2.5%
COc1ccc(C)cc1N1CC(C(=O)Nc2ccccc2N2CCCCC2)CC1=O (stereo unspecified)	3.3%
O=C(CSc1cccc[n+]1[O-])Nc1ccccc1C(F)(F)F	8.6%
Cc1ccc(OCCNC(=O)CCNS(=O)(=O)c2ccc(Br)cc2)cc1	8.0%
CCC(C(=O)OC)n1cnc2scc(-c3ccc(C)cc3)c2c1=O (stereo unspecified)	-1.3%
CC(C)[C@H](CN1CCC[C@H]1CN1C(N)=NC[C@@H]1Cc1ccccc1)N1C[C@@H](Cc2ccccc2)N(CCc2ccc(Cl)c(Cl)c2)C1=N	-6.0%
CN(CC(=O)Nc1cccc(F)c1)C(=O)Cn1c(=O)cnc2ccccc21	6.1%
CC1CCCN(C(=O)CN2C(=O)c3ccccc3S2(=O)=O)C1 (stereo unspecified)	1.8%
Cc1cccc(NC(=O)[C@@H]2CCCN2C2=NS(=O)(=O)c3ccccc32)c1C	11.2%
CCN(C[C@H]1N[C@@](C)(C(=O)OC)[C@H]2C(=O)N(C)C(=O)[C@@H]12)C(=O)c1ccc(C)cc1	-5.9%
CCN(C[C@H]1N[C@@](CC)(C(=O)OC)[C@H]2C(=O)N(C)C(=O)[C@@H]12)C(=O)Nc1ccc(C(F)(F)F)cc1	1.9%
Cc1ccc(S(=O)(=O)N2CCOCC2)cc1C(=O)N1CCN(c2ncccn2)CC1	-0.9%
COc1ccc(Cl)cc1NC(=O)COc1ccc2c(c1)OCO2	-0.3%
CN[C@H](C)C(=O)NC[C@H]1O[C@@H](n2cnc3c(N)ncnc32)[C@H](O)[C@@H]1O	-0.1%
O=C1CC2(CCN(C(=O)c3ccccc3Br)CC2)Oc2ccccc21	0.4%
O=C(NCC1CCCN1S(=O)(=O)c1cccs1)c1ccc(Cl)cc1 (stereo unspecified)	-0.7%
CCOC(=O)C1=C(COC(=O)CCC(=O)c2ccc(C)cc2)NC(=O)NC1C (stereo unspecified)	0.7%
Cc1ccc(CSCC(=O)N(C)CC(=O)Nc2ccc(Cl)c(Cl)c2)cc1	5.4%
COC(=O)CNC(=O)CN(c1ccc(OC)cc1OC)S(=O)(=O)c1ccccc1	-2.6%
Cc1ccc(OCCC(=O)OCC(=O)Nc2ccc(F)cc2)cc1	-2.4%
COc1ccc(CNC(=O)CCNC(=O)c2ccc(C(C)(C)C)cc2)cc1OC	6.9%
Cn1c(CCC(=O)Nc2cc(S(C)(=O)=O)ccc2Cl)nc2cc(S(=O)(=O)N3CCOCC3)ccc21	3.2%
Cc1cccc(C(=O)NNC(=O)c2ccccc2Br)c1	-3.9%
C=CC[C@@H](CC(=O)N(CCO)Cc1ccccc1)C(=O)N[C@H](COC(=O)[C@@H](CC=C)CC(=O)OC(C)(C)C)c1ccccc1	2.3%
CC(=O)c1ccc(S(=O)(=O)N2CCN(C(=O)c3ccc(-n4cncn4)c([N+](=O)[O-])c3)CC2)cc1	4.0%
Cc1cccc(C)c1NC(=O)CN1C(=O)NC(C)(C2CC2)C1=O (stereo unspecified)	-0.7%
CC(C)Cn1c(-c2cccc(S(=O)(=O)N3CCOCC3)c2)n[nH]c1=S	1.8%
C[C@H]1CN([C@@H](C)CO)C(=O)c2cc(NC(=O)Cc3ccccc3)ccc2O[C@H]1CN(C)Cc1ccccc1	6.8%
Cc1ccc(OCC(=O)NC2CCCC(C)C2C)c([N+](=O)[O-])n1 (stereo unspecified)	-0.1%
O=C(COC(=O)c1ccc(Cl)nc1)Nc1ccc2c(c1)OCCO2	6.7%
COc1ccc(C(=O)C(C)OC(=O)c2nc3nccc(C)n3n2)cc1 (stereo unspecified)	-3.3%
Cc1ccnc(NC(=O)c2cccc(S(=O)(=O)Nc3ccc(C)cc3C)c2)c1	-8.8%
O=C1C=C(c2ccc3cc[nH]c3c2)C[C@@H](c2ccc3c(c2)OCO3)C1	31.6µM*
Cc1cc(C(=O)NNC(=O)CN2C(=O)NC(C)(c3ccccc3)C2=O)c(C)o1 (stereo unspecified)	0.2%
COc1ccc(NC(=O)COC(=O)Cc2c[nH]c3ccccc23)cc1Cl	-6.6%
O=C(Nc1ccc(Cl)cc1Cl)c1ccc2c(c1)OCCO2	11.5%
C[C@]12c3[nH]c4cc(-c5ccco5)ccc4c3CCN1C(=O)[C@@H](CC(=O)NCc1cccc(C(F)(F)F)c1)C[C@@H]2C(=O)N1CCOCC1	-4.2%
COc1ccccc1CNC(=O)CCCC(=O)n1ncc2cc(C)ccc21	7.2%
CN(C(=O)c1ccccc1C(=O)OCC(=O)c1ccc(Br)cc1)c1ccccc1	-7.3%
CCOc1ccc(NS(=O)(=O)c2ccc(C(=O)NNC(=O)c3ccccc3O)cc2)cc1	-1.6%
CCCCOc1ccc(C(=O)NCC(=O)NCC(c2cccs2)N2CCOCC2)cc1 (stereo unspecified)	1.6%
Cc1cc(NS(=O)(=O)c2ccc(NC(=O)COc3ccc(C#N)cc3)cc2)nc(C)n1	1.0%
CC(C)C(NC(=O)c1ccc(Cl)cc1Cl)C(=O)N1CCC1 (stereo unspecified)	-5.3%
NS(=O)(=O)c1ccc(CCNC(=O)CN2C(=O)c3ccccc3S2(=O)=O)cc1	1.6%
Cc1ccc(C)c(NC(=O)CN(C)C(=O)Cn2c(=O)oc3ccccc32)c1	0.9%

Only part of the results is shown, so the mix of outcomes need not match the whole.
